Screens from PubChem.
MrgX1 allo act – human MrgX1 positive allosteric modulation, primary screen; Q96LB2; MrgX1-HEK293, Fluo-4 calcium flux, FDSS; active compounds read high; B-score at 10 µM; actives 0.63% (n = 310,000); AID 588675;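 active = plate-corrected calcium response at least 3 library SD above typical, normal starting fluorescence, not activating the receptor alone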;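 also: compound read alongside a low EC10 to EC30 dose of BAM8-22 agonist; peak minus trough fluorescence over baseline measured at the second addition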
HDAC3 inhib – inhibitors of human histone deacetylase 3; recombinant HDAC3, fluorogenic peptide/trypsin coupled, fluorescence; inhibition, % at 8.3 µM; actives 0.15% (n = 320,000); in the data active = inhibition above about 26%, passing the limit was not always enough; inconclusive = no clear call, values can overlap the other calls
TMEM16A act – activates or potentiates the mouse TMEM16A chloride channel; Q8BHY3; HEK293 TMEM16A/YFP-H148Q/I152L, iodide quench fluorescence; active compounds read low; B-score at 10 µM; actives 0.3% (n = 340,000);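 active = fluorescence-ratio B-score plate-corrected deviation score at least 3 library SD below zero, with starting fluorescence score within 5 deviations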;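 also: channel opened by trigger with iodide after compound preincubation; score built on the fluorescence ratio of max minus min over baseline; more negative score means more quench and so TMEM16A activation or potentiation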
Target sequence (Q8BHY3 whole entry, looked up): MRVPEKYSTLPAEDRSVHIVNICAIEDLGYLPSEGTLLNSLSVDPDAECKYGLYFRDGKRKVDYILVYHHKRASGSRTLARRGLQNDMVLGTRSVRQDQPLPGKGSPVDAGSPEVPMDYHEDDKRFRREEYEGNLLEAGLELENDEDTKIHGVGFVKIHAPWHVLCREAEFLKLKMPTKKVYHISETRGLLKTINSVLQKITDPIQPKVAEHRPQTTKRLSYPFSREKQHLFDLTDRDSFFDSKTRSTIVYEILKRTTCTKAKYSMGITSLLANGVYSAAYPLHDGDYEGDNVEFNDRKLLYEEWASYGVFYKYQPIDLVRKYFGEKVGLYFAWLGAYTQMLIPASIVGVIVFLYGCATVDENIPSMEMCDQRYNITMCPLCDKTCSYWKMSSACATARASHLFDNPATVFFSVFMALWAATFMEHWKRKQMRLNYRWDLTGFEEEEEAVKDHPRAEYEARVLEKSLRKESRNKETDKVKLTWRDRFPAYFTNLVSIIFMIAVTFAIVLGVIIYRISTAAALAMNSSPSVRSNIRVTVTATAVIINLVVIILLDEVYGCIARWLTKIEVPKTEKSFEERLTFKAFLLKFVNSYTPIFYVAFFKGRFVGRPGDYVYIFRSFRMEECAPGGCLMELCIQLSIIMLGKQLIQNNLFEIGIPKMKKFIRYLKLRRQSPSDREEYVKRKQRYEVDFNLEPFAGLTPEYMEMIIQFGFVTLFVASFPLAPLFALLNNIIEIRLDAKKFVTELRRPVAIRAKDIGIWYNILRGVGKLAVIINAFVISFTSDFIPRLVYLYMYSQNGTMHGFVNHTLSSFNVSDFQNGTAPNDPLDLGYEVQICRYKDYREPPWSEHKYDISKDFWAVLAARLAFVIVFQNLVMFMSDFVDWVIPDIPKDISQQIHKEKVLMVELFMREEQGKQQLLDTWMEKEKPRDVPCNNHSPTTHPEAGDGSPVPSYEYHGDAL
MrgX1 antag – blocks BAM8-22 activation of human MrgX1 receptor; Q96LB2; MRGX1-HEK293 calcium flux, Fluo-4, BAM8-22 antagonism; active compounds read low; B-score at 10 µM; actives 1.3% (n = 310,000); AID 588676;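 active = calcium-response B-score plate-corrected more than 3 library SD below zero, starting fluorescence within 5 deviations, no agonist response on first addition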;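 also: peak minus trough fluorescence over baseline after final BAM8-22 challenge near maximal dose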
MrgX1 ag – human MrgX1 receptor agonism, primary screen. Q96LB2. MrgX1-HEK293 cells, Fluo-4 calcium fluorescence, agonist mode; active compounds read high. B-score at 10 µM. actives 0.44% (n = 310,000);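 active = calcium response B-score plate-corrected fluorescence ratio at least 3 library SD, with starting fluorescence B-score inside 5 SD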
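Material – MrgX1-expressing HEK293 cells · Input – 15,000 cells seeded per well · Dosing – compound as first of three additions · Times – overnight seeding, then 1 h dark dye loading · Measured by – kinetic Fluo-4 NW fluorescence of intracellular calcium · Read-out – B-scored fluorescence response ratio · Benchmarks – positive and negative control wells on each plate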
TRPC6 inh – inhibitors of mouse TRPC6 channel | HEK293-TRPC6, membrane potential dye, ACh-evoked depolarization; active compounds read low | AID 2553 | B-score at 10 µM | actives 1.1% (n = 310,000);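 active = B-score under library mean minus 3 SD, initial fluorescence not abnormally high, positive integrated signal ratio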;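 also: B-score derived from integrated fluorescence ratio over the kinetic read; more negative B-score means stronger inhibition of depolarization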
RGS4 block – inhibitors of human RGS4. HEK293 M3R/RGS4 inducible, Fluo-4 calcium flux; active compounds read high; triggered by carbachol at its EC20. B-score at 10 µM. actives 0.45% (n = 310,000). AID 463165;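 active = B-score, a plate-corrected calcium signal, over three deviations above library mean, with baseline fluorescence within five deviations of library mean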;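 also: RGS4 expression induced by doxycycline in cells with stable M3 receptor; B-score is computed from the integrated fluorescence ratio over baseline after carbachol; higher B-score means a larger calcium signal and so more RGS4 inhibition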
ANO1 block – mouse TMEM16A channel inhibition, primary screen | HEK293 TMEM16A/YFP iodide influx fluorescence, ionomycin | normalized B-score (activity score, 25-100; higher = stronger inhibition) at 10 µM | Q8BHY3 | AID 588511 | actives 1.2% (n = 310,000);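 active = ratio plate-corrected score three or more library SD toward inhibition, starting fluorescence score within five deviations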;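 also: score derived from kinetic fluorescence span divided by baseline fluorescence per well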
TRPC6 act – activators of mouse TRPC6 channel; Q61143; HEK293-TRPC6 membrane potential dye fluorescence; active compounds read high; B-score at 10 µM; actives 0.13% (n = 310,000); AID 2550;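 active = B-score of the integrated fluorescence ratio above library mean plus 3 SD, and starting fluorescence ratio within library mean plus 5 SD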;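 also: higher score means more depolarization so channel activation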
SKKanGAS inh – inhibitors of SKKanGAS S. pyogenes growth in kanamycin (SK-promoter or general growth effect) | BacTiter-Glo, 6 h | AID 1662 | inhibition, % at 7.5 µM | actives 1.3% (n = 300,000);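 active = mean replicate score, as percent of positive control median, at least 50; inconclusive = mean below 50 but one replicate at or above 50; inactive = mean and every replicate below 50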;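 also: strain carries kanamycin resistance gene driven by streptokinase promoter and grows in 40 µg/ml kanamycin; loss of luminescence reflects streptokinase promoter inhibition or plain growth inhibition; 0% = median of DMSO wells and 100% = positive control at its reference dose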
RGS4 pot – potentiators or activators of RGS4; HEK293 M3R/inducible RGS4, carbachol calcium flux Fluo4; active compounds read low; actives 0.92% (n = 310,000); B-score at 10 µM;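 active = B-score of the integrated calcium signal more than 4 SD below the library mean, with starting fluorescence not abnormally high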;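 also: negative B-score means reduced calcium response which marks RGS4 activation or potentiation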
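Material: M3R-expressing HEK293 line, RGS4 induced by doxycycline | Schedule: Overnight RGS4 induction, 30 min dye load 37 °C, 20 min compound RT | Measured by: Fluo4 fluorescence kinetic imaging of calcium | Read-out: Integrated calcium ratio converted to B score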
Starred values were filed as active, the others as inactive; i = inactive; ? = inconclusive; nt = no result given.

SMILES | MrgX1 allo act | HDAC3 inhib | TMEM16A act | MrgX1 antag | MrgX1 ag | TRPC6 inh | RGS4 block | ANO1 block | TRPC6 act | SKKanGAS inh | RGS4 pot
C=CCc1cccc2cc(C(=O)NCc3ccc(C(=O)OCC)o3)c(=O)oc12 | i | -7 | i | i | i | i | i | i | i | 3 | i
Cc1c(O)ccc2c3c(c(=O)oc12)CCC(C)C3 (stereo not drawn) | i | 0 | i | i | i | i | i | i | i | 6 | i
Cc1ccc(Cn2ccc(NC(=O)c3cc(-c4ccc(Br)cc4)on3)n2)cc1 | i | -6 | i | i | i | i | i | i | i | -15 | i
CCCc1ccc(OCC(O)CN2CCN(c3ccccc3)CC2)cc1 (stereo not drawn) | i | 0 | i | i | i | i | i | i | i | 0 | i
CCN(CC)CC#CC(C)OCOCC#CCOC (stereo not drawn) | i | -5 | i | i | i | i | i | i | i | -5 | i
COC(=O)c1scc(S(=O)(=O)C(C)C)c1N/N=C(\C#N)C(=O)c1ccc(Cl)cc1 | i | 11 | i | i | i | i | i | i | i | 24 | i
CCCn1cc(S(=O)(=O)c2ccccc2)c(=O)c2cc(OC)c(OC)cc21 | i | -2 | i | i | i | i | i | i | i | -2 | i
O=C(O)c1ccccc1C(=O)Nc1cc(C(F)(F)F)ccc1N1CCCC1 | i | 8 | i | i | i | i | i | i | i | 10 | i
Cc1ccc(NC(=O)CSCc2c(C)noc2C)cc1C | i | 1 | i | i | i | i | i | i | i | -3 | i
CCC(=O)Nc1nnc(SCC(=O)Nc2ccc(F)cc2)s1 | i | 5 | i | i | i | i | i | i | i | 1 | i
CC1(C)Cc2c(sc3nc(SCC(=O)N4CCOCC4)nc(N)c23)CO1 | i | 1 | i | i | i | i | i | i | i | -10 | i
CCOC(=O)c1cn(Cc2cccc(Cl)c2)nn1 | i | nt | i | i | i | i | i | i | i | -5 | i
CCOC(=O)C1=C(C)N(c2ccccc2)C(=O)/C1=C\c1ccco1 | i | 2 | i | i | i | i | i | i | i | -8 | i
O=C(Nc1ccccc1OC(F)F)C1CCCN1C(=O)c1cccs1 (stereo not drawn) | i | -2 | i | i | i | i | i | i | i | 0 | i
O=C1NCCN(Cc2ccc(F)cc2)C1CC(=O)N1CC=C(c2ccccc2)CC1 (stereo not drawn) | i | -5 | i | i | i | i | i | i | i | 0 | i
c1ccc(-n2c(SCC3CCCCO3)nnc2-c2cnccn2)cc1 (stereo not drawn) | i | 2 | i | i | i | i | i | i | i | 1 | i
CSCC[C@H](NC(=O)c1ccc(Br)o1)c1nnc2ccccn12 | i | 4 | i | i | i | i | i | i | i | -1 | i
CCc1ccc(C(O)(C(C)C)C(CN2CCOCC2)c2ccccc2)cc1 (stereo not drawn) | i | 14 | i | i | i | i | i | i | i | -4 | i
Cc1oc2ccc(OC(=O)c3cccs3)cc2c1C(=O)OC(C)C | i | -3 | i | i | i | i | i | i | i | 20 | i
COc1ccc(-c2csc3ncnc(N4CCN(c5cccc(OC)c5)CC4)c23)cc1 | i | 4 | i | i | i | i | i | i | i | 32 | i
Cc1cc(C)c(NC(=O)c2cc(S(=O)(=O)N3CCOCC3)ccc2F)c(C)c1 | i | -1 | i | i | i | i | i | i | i | -2 | i
COc1ccc(/C=N/NC(=O)c2snnc2C)c(OC)c1OC | i | -2 | i | i | i | i | i | i | i | -7 | i
COc1ccc(-c2nc3n(n2)C(c2ccccc2)C2=C(CCCC2=O)N3)cc1OC (stereo not drawn) | i | 0 | i | i | i | i | i | i | i | -7 | i
O=C(OCn1ncc(Cl)c(Cl)c1=O)c1cccc(C(F)(F)F)c1 | i | -2 | i | i | i | i | i | i | i | 5 | i
CC1(C(=O)OCC(=O)Nc2nnc(-c3ccccc3)o2)CC1(Cl)Cl (stereo not drawn) | i | -4 | i | i | i | i | i | i | i | 73* | i
CN(C)S(=O)(=O)c1ccc(Cl)c(C(=O)NCCNC(=O)c2cc(S(=O)(=O)N(C)C)ccc2Cl)c1 | i | nt | i | i | i | i | i | i | i | 10 | i
Cc1ccccc1NS(=O)(=O)c1cc(C(=O)N2CCc3ccccc3C2)ccc1C | i | -1 | i | i | i | i | i | i | i | 20 | i
CCOC(=O)c1c(NC(=O)Cn2cnc3scc(-c4ccc(C)cc4)c3c2=O)sc(C)c1C | i | -1 | i | i | i | i | i | i | i | 5 | i
COC(=O)c1sccc1NC(=O)CSc1ccccc1NS(=O)(=O)c1cc(Cl)ccc1Cl | i | -1 | i | i | i | i | i | i | i | 32 | i
COc1cccc(N/C(SC)=C(/C#N)C(=O)NCc2cccs2)c1 | i | 11 | i | i | i | i | i | i | i | 1 | -7.5*
Cc1ccc(S(=O)(=O)N[C@@H](Cc2ccccc2)C(=O)N2CCC(C(=O)N[C@@H](CC(C)C)C(=O)O)CC2)cc1 | i | 2 | i | i | i | i | i | i | i | -1 | i
Cc1onc(-c2ccccc2)c1C(=O)Nc1ccc(-c2nnc3n2CCCCC3)cc1 | i | ? | i | i | i | i | i | i | i | 10 | i
COc1ccc(-c2nc3ccccc3s2)cc1NC(C)=O | i | 1 | i | i | i | i | i | i | i | 6 | i
COc1cccc(C(=O)NNC(=O)C(=O)Nc2ccc(C)c(Cl)c2)c1 | i | 5 | i | i | i | i | i | i | i | 20 | i
N#CC1(NC(=O)COC(=O)c2nc(Cl)c(Cl)c(N)c2Cl)CCCCC1 | i | 2 | i | i | i | i | i | i | i | -2 | i
CN(C)S(=O)(=O)c1cccc(-c2cn3ccccc3n2)c1 | i | -4 | i | i | i | i | i | i | i | -6 | i
CCC(=O)Nc1ccc(S(=O)(=O)Nc2ccccn2)cc1 | i | -9 | i | i | i | i | i | i | i | -5 | i
O=C(CSc1ccc2c(c1)OCCO2)Nc1ccc2c(c1)OCO2 | i | 5 | i | i | i | i | i | i | i | -5 | i
COc1cccc(NC(=O)C2CCCN(S(=O)(=O)c3cccc4nsnc34)C2)c1 (stereo not drawn) | i | 4 | i | i | i | i | i | i | i | 23 | i
CCOC(=O)N1CCN(C(=O)CSc2nc(=O)n3ccccc3n2)CC1 | i | -8 | i | i | i | i | i | i | i | 23 | i
COc1ccc(C(=O)C[n+]2cccc(C)c2C)cc1[N+](=O)[O-] | i | -2 | i | i | i | i | i | i | i | -4 | i
Cc1c(C#N)c(O)[nH]c(=O)c1N=Nc1ccc(Cl)c(C(=O)O)c1 | i | -9 | i | i | i | i | i | i | i | -4 | i
CCOP(=O)(OCC)c1nc(-c2ccc(F)cc2)oc1NCc1ccccc1 | i | -50 | i | i | i | i | i | i | i | -7 | i
O=C(Nc1ccncc1)C1CCN(S(=O)(=O)c2cccs2)CC1 | i | -5 | i | i | i | i | i | i | i | 14 | i
CC(=O)Nc1cc2c3c(c1)CC(=O)N3CCC2 | i | 0 | i | i | i | i | i | i | i | -1 | i
COc1ccc(N2CCN(S(=O)(=O)c3ccc(-n4cnnn4)c(C)c3)CC2)cc1 | i | 6 | i | i | i | i | i | i | i | -13 | i
CCC(C)/C(C)=N/NC(=O)C1COc2ccccc2O1 (stereo not drawn) | i | 5 | i | i | i | i | i | i | i | -16 | i
COc1cccc(CNC(=O)Cn2ncc3c(=O)oc4ccccc4c32)c1 | i | -3 | i | i | i | i | i | i | i | 11 | i
O=C(NCC(c1ccco1)N1CCc2ccccc21)c1ccccc1Cl (stereo not drawn) | i | 10 | i | i | i | i | i | i | i | 4 | i
Cc1ccc(CNC(=O)C2CCN(C(=O)c3cccc(Cl)c3)CC2)cc1 | i | 8 | i | i | i | i | i | i | i | -2 | i
COc1ccc(NS(=O)(=O)Cc2ccccc2Cl)cn1 | i | -3 | i | i | i | i | i | i | i | -6 | i
CCOC(=O)C1(CCc2ccccc2)CCN(C(=O)C2CCCO2)CC1 (stereo not drawn) | i | -8 | i | i | i | i | i | i | i | -1 | i
C/C(=N\NC(=O)c1ccccc1-n1cccc1)C1CC1 | i | -1 | i | i | i | i | i | i | i | -2 | i
CCOc1ccccc1NC(=O)CSc1nnc(-c2ccncc2)o1 | i | 1 | i | i | i | i | i | i | i | -4 | i
CCOC(=O)CNC(=O)CSc1ccc(-c2nc3ccccc3[nH]2)cn1 | i | -13 | i | -4.8* | i | i | i | i | i | -2 | i
O=C(NCc1ccccc1)C(c1ccc(O)cc1)N(C(=O)Cn1nnc(-c2cccs2)n1)c1ccc2c(c1)OCCO2 (stereo not drawn) | i | 1 | i | i | i | i | i | i | i | 19 | i
CCOC(=O)c1ccc[n+](C(C)C(=O)c2ccc(-c3ccccc3)cc2)c1 (stereo not drawn) | i | 5 | i | i | i | i | i | i | i | 4 | i
CCCc1ccc(C(=O)NNC(=O)c2ccc(Br)cc2)cc1 | i | 6 | i | i | i | i | i | i | i | 12 | i
CN(C)c1ccc(C(=O)OCC(=O)NCCNC(=O)COC(=O)c2ccc(N(C)C)cc2)cc1 | i | 1 | i | i | i | i | i | i | i | 0 | i
CN(C)C(=O)N1CCNCC1 | i | 0 | i | i | i | i | i | i | i | -15 | i
O=C(NC1CCCc2ccccc21)c1ccc([N+](=O)[O-])cc1 (stereo not drawn) | i | -1 | i | i | i | i | i | i | i | 4 | i

Full records, looked up by structure. Values in the order: MrgX1 allo act | HDAC3 inhib | TMEM16A act | MrgX1 antag | MrgX1 ag | TRPC6 inh | RGS4 block | ANO1 block | TRPC6 act | SKKanGAS inh | RGS4 pot
Shown for CCOC(=O)c1ccc[n+](C(C)C(=O)c2ccc(-c3ccccc3)cc2)c1 (stereo not drawn) : i | 5 | i | i | i | i | i | i | i | 4 | i
Shown for O=C(NC1CCCc2ccccc21)c1ccc([N+](=O)[O-])cc1 (stereo not drawn) : i | -1 | i | i | i | i | i | i | i | 4 | i
Shown for CN(C)c1ccc(C(=O)OCC(=O)NCCNC(=O)COC(=O)c2ccc(N(C)C)cc2)cc1 : i | 1 | i | i | i | i | i | i | i | 0 | i

Random draw from the library; about 6.7% have a hit in one of these screens.
